From PubChem
SV40 large T antigen: TAg ATPase/helicase activity blockers – biochemical (AID 1903) | 310,000 compounds, 0.39% hits | inhibition, % at 20 µM; hits with a dose series show IC50 in µM | SV40 large T antigen ATPase/helicase inhibition assay; higher % means a stronger effect; in the data active = a potency from the dose series; inconclusive = inhibition mostly from about 32% at the one dose, without a potency; inactive = the rest, 99 in 100 with inhibition below about 32%; note: strong numbers were not always called active
WT yeast gro inh: growth inhibition of WT yeast, mitochondrial fusion screen; mitochondrial fusion phenotypic screen, WT strain; inhibition, % at 10 µM; 190,000 compounds, 2.1% hits; AID 1362; in the data active = inhibition above about 58%; tested in S. cerevisiae
RSV antiviral HEp-2: RSV antiviral activity via CPE protection, HEp-2 cells, primary 10 µM value included (AID 2391) | HEp-2 cells, RSV-induced CPE inhibition; higher % means a stronger effect | 310,000 compounds, 0.13% hits | CPE inhibition, % at 10 µM, or IC50 in µM where a hit was titrated; in the data active = a potency from the dose series; inconclusive = CPE inhibition mostly from about 23% at the one dose, without a potency; inactive = the rest, 99 in 100 with CPE inhibition below about 21%; note: strong numbers were not always called active
UTI89 phage lysis: inhibition of K1F phage lysis, E. coli UTI89, bacterial capsule biogenesis inhibitors, alamar blue (AID 488966); inhibition, % at 100 µM; hits with a dose series show IC50 in µM; E. coli UTI89 K1F phage lysis, alamar blue, 2 h; higher % means a stronger effect; 340,000 compounds, 0.02% hits;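 active = phage lysis inhibition, versus mean bacterial control, above a set limit; inconclusive = no clear call, values can overlap the other calls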;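 note: capsule biogenesis inhibitors block K1F phage lysis so surviving cells raise fluorescence; higher fluorescence means more inhibition of phage lysis; actives were called in the ten point dose series up to 300 µM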
West Nile antiviral: West Nile virus antiviral activity, cell-based, CPE readout (AID 1621); West Nile virus-infected cells, CPE inhibition; higher % means a stronger effect; 290,000 compounds, 0.02% hits; one-dose CPE inhibition, % at 10 µM; IC50 in µM for titrated hits; in the data active = a potency from the dose series; inconclusive = CPE inhibition mostly from about 3.7% at the one dose, without a potency; inactive = the rest, 99 in 100 with CPE inhibition below about 2.2%; note: strong numbers were not always called active
Dengue-2 NS5 capping: Dengue-2 NS5 methyltransferase inhibitors, primary screen, biochemical, confirmation dose response (AID 588689); Dengue-2 NS5 methyltransferase capping enzyme assay, biochemical; higher % means a stronger effect; one-dose inhibition, % at 25 µM; IC50 in µM for titrated hits; 340,000 compounds, 0.3% hits; in the data active = a potency from the dose series; inconclusive = inhibition above about 29% without an active follow-up result
XIAP displacement: small molecules displacing peptide from XIAP – biochemical, IAP family, fluorescence polarization (AID 1018). 200,000 compounds, 0.007% hits. XIAP BIR domain, fluorescence polarization peptide displacement; higher % means a stronger effect. displacement, % at 20 µM; hits with a dose series show IC50 in µM; in the data active = displacement above about 50%; note: a part of the inactive calls stands beside numbers as strong as those of hits
ER stress rescue: rescue of cells from ER stress-induced death, primary screen, 384-well, CSM14.1, thapsigargin, ATP luminescence (AID 1222); cellular ATP content (survival), % at 20 µM, or EC50 in µM where a hit was titrated; 190,000 tested, under 10 active; CSM14.1 thapsigargin-induced death rescue, ATP luminescence; higher % means a stronger effect;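 active = EC50 below 50 µM in the dose-response confirmation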;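 note: death triggered by thapsigargin at about 15 µM added after 2 h compound pretreatment; cell ATP read after overnight thapsigargin exposure of roughly 18 to 22 hours; normalized against plate controls of thapsigargin alone and 5% DMSO vehicle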
Yfh1-depleted yeast: enhancers of respiration in Yfh1-depleted yeast, dose response, Friedreich's ataxia, plus single-dose screen (AID 1465) | S. cerevisiae Yfh1-off respiration, WST-1 reduction, 72 h; higher fold induction means a stronger effect | fold induction at 50 µM; hits with a dose series show EC50 in µM | 220,000 compounds, 0.074% hits;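 active = fold induction of absorbance versus untreated yeast above a set limit, then at least 30% activation at any dose in follow-up; inconclusive = repeats straddling the limit, or above it without dose testing; inactive = fold induction below the set limit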;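 note: activators that raise dye reduction in frataxin-depleted yeast; strong numbers were not always called active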
WT yeast gro inh mutant strain: recorded beside WT yeast gro inh, whose call it bears; inhibition, %; mitochondrial fusion phenotypic screen, mutant strain inhibition
Dengue-2 NS5 capping pilot replicate: second read-out of Dengue-2 NS5 capping, no call of its own (marks repeat the call); inhibition, %; measured here: pilot screen replicate inhibition
* marks the source's active call; other numbers are inactive results; i = inactive; ? = inconclusive; · = not tested or not shown; [ ] = another dose, or the depositor's remark.

SMILES	SV40 large T antigen	WT yeast gro inh	WT yeast gro inh mutant strain	RSV antiviral HEp-2	UTI89 phage lysis	West Nile antiviral	Dengue-2 NS5 capping	XIAP displacement	ER stress rescue	Yfh1-depleted yeast	others
CC(CC(=O)Nc1nncs1)c1ccccc1 (stereo not drawn)	18%	-15	-14	-0.5%	0.2%	0.1%	-2%	-6.3%	0.8%	i
O=C(CSc1nc(-c2cccs2)cc(C(F)(F)F)n1)NCCCn1ccnc1	24%	-23	-13	0.6%	-0.1%	-1.1%	-3%	-5.4%	-0.9%	i
COc1ccc(/C=N/Nc2cc(C)nc(-n3nc(C)cc3C)n2)c(OC)c1	21%	54	2	15%	i	-0.6%	1%	-1.4%	6.6%	i
CCN(CC)CCOC(=O)c1ccc(NC(=O)C(C)NC(=O)C23CC4CC(CC(C4)C2)C3)cc1 (stereo not drawn)	11%	-7	13	0.8%	0.1%	-0.1%	-1%	-0.2%	-1.8%	i
O=C(O)CCN1C(=O)c2ccc(Oc3ccc4c(c3)C(=O)N(CCC(=O)O)C4=O)cc2C1=O	16%	-11	13	0.2%	0.0%	-0.4%	3%	-1.5%	3.1%	i	Dengue-2 NS5 capping pilot replicate=1.8
CC(C)n1cnc2c(=S)nc[nH]c21	11%	·	·	0.9%	0.0%	0.0%	-4%	·	·	i
O=C(NCc1ccccc1F)C1CCCN1C(=O)Nc1ccc(F)cc1 (stereo not drawn)	0%	·	·	1.2%	0.1%	-0.1%	0%	·	·	·	Dengue-2 NS5 capping pilot replicate=3.3
CCOC(=O)CN1C(=O)CCSc2ccc(Cl)cc21	5%	3	3	-0.3%	0.4%	-0.4%	-7%	-1.7%	-0.6%	i
CN(c1ccc(OCC(=O)NCc2cccnc2)cc1)S(=O)(=O)c1ccc(Cl)cc1	18%	1	8	-1.4%	0.0%	-0.1%	-16%	-6.0%	-0.2%	i
O=c1[nH]c(/C=C\c2cccnc2)c([N+](=O)[O-])c(=O)[nH]1	4%	-3	-6	-0.8%	-0.8%	0.2%	5%	-11%	-2.4%	i
COc1ccc2c(c1)CC/C2=N\OC(=O)c1ccccc1C	5%	-10	9	9.5%	0.1%	-0.7%	-2%	-6.1%	-2.8%	i
CCC1CC(CSc2ncn[nH]2)OC1=O (stereo not drawn)	0%	53	-1	2.1%	0.1%	0.1%	2%	-5.5%	-0.5%	i
COc1ccc(CC(=O)O/N=C(\N)c2cccc([N+](=O)[O-])c2)cc1	-6%	-4	-19	0.5%	0.0%	-0.8%	5%	-11%	0.4%	i
COc1cc2c(cc1NC(=S)Nc1cccc(C)c1)oc1ccccc12	17%	19	23	-1.1%	i	-0.1%	0%	-6.4%	4.9%	i
O=C(/C=C/c1cccc([N+](=O)[O-])c1)N1CCN(S(=O)(=O)c2cccs2)CC1	32%	17	8	1.0%	-3.1%	-0.5%	-4%	-8.0%	0.3%	i
O=C(Nc1ccc(Cl)cc1)c1ccc(Br)cc1F	0%	-1	-5	3.9%	5.8%	0.5%	2%	-2.4%	-0.7%	i
CC(C)CC(NC(=O)CCC(=O)OCC(=O)[C@@]1(O)CCC2[C@@H]3CCC4=CC(=O)C=C[C@]4(C)C3[C@@H](O)C[C@@]21C)C(=O)O (stereo partly drawn)	6%	·	·	-2.6%	0.1%	1.5%	-12%	·	·	·
Cc1ccc(CN(C)C(=O)C2CCC(=O)N(C3CCCCCC3)C2)cc1 (stereo not drawn)	1%	·	·	2.1%	-0.1%	-0.7%	-4%	·	·	·
O=C(CSCc1cccc(Cl)c1)OCc1nc2ccsc2c(=O)[nH]1	-8%	·	·	1.2%	0.6%[50 µM]	·	3%	·	·	·
C/C(=N\NC(=O)c1ccn(C)n1)c1ccc(NC(=O)C2CCC2)cc1	19%	·	·	0.6%	2.1%[50 µM]	-0.3%	4%	·	·	·
CC(=O)c1ccc(NC(=O)/C(Cl)=C/c2ccccc2)cc1	-1%	-1	-2	3.8%	0.8%	-0.7%	-4%	-9.5%	-0.8%	i
CCCC(=O)Nc1ccc(C(=O)NNC(=O)c2ccco2)cc1	8%	3	-4	-0.4%	9.8%	0.5%	0%	-5.3%	1.8%	i
CCc1ccc(-c2csc3ncn(Cc4ccc(C(=O)O)cc4)c(=O)c23)cc1	7%	-12	-5	3.5%	0.0%	-0.3%	-4%	-5.5%	2.8%	i
CCOC(=O)N1CCN(C(=O)c2ccc3c(=O)n(CCc4ccc(OC)c(OC)c4)c(=O)[nH]c3c2)CC1	10%	·	·	1.3%	1.3%	0.2%	-8%	·	·	·
CCOc1ccc(-c2c(C)sc3nc[nH]c(=O)c23)cc1	10%	·	·	2.9%	4.4%	0.1%	-8%	·	·	·

(next part)
SMILES	SV40 large T antigen	WT yeast gro inh	WT yeast gro inh mutant strain	RSV antiviral HEp-2	UTI89 phage lysis	West Nile antiviral	Dengue-2 NS5 capping	XIAP displacement	ER stress rescue	Yfh1-depleted yeast	others
Cc1ccc(F)cc1NC(=O)COC(=O)C1CCN(c2ccc(C(F)(F)F)cn2)CC1	16%	·	·	-1.2%	-1.0%[50 µM]	·	3%	·	·	·
Cc1cc(C)cc(N(CCC(=O)Nc2nnc(C)s2)S(=O)(=O)c2ccc(Cl)cc2)c1	10%	23	10	3.2%	3.9%	0.0%	-1%	-5.5%	0.2%	i
COCCn1c(-c2ccc(NC(C)=O)cc2)nc2c1c(=O)[nH]c(=O)n2CC(C)C	-26%	·	·	0.7%	0.3%	0.0%	-3%	·	·	·
CCn1cc(/C=C(\NC(=O)c2cc(OC)c(OC)c(OC)c2)C(=O)NCCCN2CCOCC2)c2ccccc21	13%	·	·	0.4%	0.3%	-0.4%	-2%	·	·	·
O=C(CCN1C(=O)/C(=C/c2ccccc2Cl)SC1=S)NCCCN1CCOCC1	9%	·	·	0.0%	0.1%	?	-9%	·	·	·
O=C(Cn1cnc(S(=O)(=O)N2CCCCC2)c1)N1CCN(c2ccc([N+](=O)[O-])cc2)CC1	9%	·	·	0.0%	0.3%	1.2%	-5%	·	·	·
NC(=O)CS(=O)(=O)c1nc2ccccc2n1Cc1ccccn1	6%	8	0	-0.2%	0.6%	-1.2%	-3%	-3.4%	2.2%	i
O=C(Nc1ccccc1Cl)c1ccc([N+](=O)[O-])o1	8%	·	·	12%	-0.3%	-1.1%	-2%	·	·	·
CCOC(=O)Cc1csc(NC(=O)CSc2nnc(-c3ccc(OC)cc3)n2C)n1	12%	·	·	11%	1.9%	-0.2%	-5%	-4.6%	-1.0%	i
O=C(NC1CCS(=O)(=O)C1)Oc1ccc(Cl)cc1 (stereo not drawn)	9%	6	-2	-0.7%	-0.2%	0.1%	-3%	-3.4%	-1.6%	i
COc1ccc(CC2S/C(=C(\C#N)C(=O)NCc3ccco3)N(c3ccc(C)cc3)C2=O)cc1 (stereo not drawn)	20%	·	·	1.1%	0.4%	0.3%	-4%	-3.7%	-1.7%	i
COc1ccc2c(c1)c(CC(=O)Nc1ccccc1OC)c(C)n2C(=O)c1ccc(Cl)cc1	-3%	22	12	?	0.1%	0.4%	-4%	5.0%	0.8%	i
COC(=O)CSc1nnnn1-c1cccc2ccccc12	-2%	48	5	-0.1%	0.6%	0.2%	-1%	-5.8%	-2.3%	i
COc1cc(OC)cc(-n2nnnc2SCC(=O)Nc2nc3c(s2)CCCC3)c1	17%	1	-8	1.1%	-0.2%	0.4%	1%	-5.3%	-0.6%	i
CCOC(=O)c1c(/N=C/C2=C(O)CC(C)(C)CC2=O)sc(C(C)=O)c1C	13%	-2	6	3.4%	0.2%	-0.4%	-1%	-7.8%	0.7%	i
C=CCN1C(=O)/C(=C\c2ccc(Cl)cc2)N=C1SCC(=O)NC1CCCCC1	16%	-15	10	-0.5%	1.0%	-0.2%	2%	-3.0%	0.0%	i
CC1CCCC(NC(=O)c2n[nH]c(=O)c3ccccc23)C1C (stereo not drawn)	11%	-6	-8	0.8%	5.3%	-0.3%	-4%	-16%	-2.3%	i
CCCC(=O)Nc1ccc(Cl)c(NC(=O)C(C)(C)C)c1	3%	12	18	0.8%	0.3%	-0.2%	-10%	-7.2%	-1.9%	i
CCOc1ncccc1C(=O)N1CCN(S(=O)(=O)c2ccc(Br)cc2Cl)CC1	9%	-10	14	-2.4%	1.0%	-1.2%	-7%	-4.9%	-0.3%	i
Cc1nc2cc(C(=O)OCC(=O)N(CC(C)C)C3CCS(=O)(=O)C3)ccc2n1-c1ccccc1 (stereo not drawn)	28%	14	19	2.7%	0.0%	-1.1%	-8%	-3.7%	-0.6%	i
CCS(=O)(=O)c1nc2ccccc2n1CC(=O)N1CCOCC1	3%	1	-4	0.9%	0.6%	-0.3%	-7%	-4.9%	-0.7%	i
C=C1CC(C(=O)N/N=C/c2ccc(O)cc2)C1	9.2µM*	-10	14	0.6%	-7.6%	0.5%	-7%	-4.5%	-0.9%	i
O=c1c2cc3c(cc2[nH]c(=S)n1CCN1CCOCC1)OCO3	4%	-2	6	-1.7%	0.1%	0.2%	-10%	-2.8%	-0.9%	i
COc1ccc(C(=O)C(OC(=O)c2ccc(C)c(NC(C)=O)c2)c2ccccc2)cc1 (stereo not drawn)	4%	-7	12	1.7%	-0.2%	0.0%	5%	-18%	-0.5%	i	Dengue-2 NS5 capping pilot replicate=1.8
Cc1noc(C)c1C(=O)N1CCCC1	-2%	-12	-28	1.7%	-0.3%[50 µM]	0.5%	-5%	-4.0%	-0.3%	i
CCOC(=O)c1nn(C)c(C)c1Cl	10%	-5	2	2.7%	1.7%[50 µM]	0.1%	-4%	-5.4%	-0.9%	i
CCCCN1C(=O)C(=O)N(CC(=O)Nc2ccccc2C(=O)OCC)C1=O	2%	·	·	3.0%	0.1%	-0.1%	-1%	·	·	·
Cc1ccc(S(=O)(=O)N(C)c2ccc(OCC(=O)N3CCCC(C(F)(F)F)C3)cc2)cc1 (stereo not drawn)	13%	·	·	20%	-0.7%	·	-6%	·	·	·

An excerpt from above in order of count of non-hydrogen atoms, ascending:
SMILES	SV40 large T antigen	WT yeast gro inh	WT yeast gro inh mutant strain	RSV antiviral HEp-2	UTI89 phage lysis	West Nile antiviral	Dengue-2 NS5 capping	XIAP displacement	ER stress rescue	Yfh1-depleted yeast	others
C=C1CC(C(=O)N/N=C/c2ccc(O)cc2)C1	9.2µM*	-10	14	0.6%	-7.6%	0.5%	-7%	-4.5%	-0.9%	i
COc1ccc2c(c1)CC/C2=N\OC(=O)c1ccccc1C	5%	-10	9	9.5%	0.1%	-0.7%	-2%	-6.1%	-2.8%	i
C=CCN1C(=O)/C(=C\c2ccc(Cl)cc2)N=C1SCC(=O)NC1CCCCC1	16%	-15	10	-0.5%	1.0%	-0.2%	2%	-3.0%	0.0%	i
CCOC(=O)N1CCN(C(=O)c2ccc3c(=O)n(CCc4ccc(OC)c(OC)c4)c(=O)[nH]c3c2)CC1	10%	·	·	1.3%	1.3%	0.2%	-8%	·	·	·
